Screening results as filed in PubChem.
PABP1 MLLE inh – blocks PAM2 peptide binding to the PABP1 MLLE domain; hit rate 0.36% among 360,000; inhibition, % at 20 µM; GST-MLLE / FITC-PAM2 fluorescence polarization; P11940; AID 588489; in the data active = inhibition above about 35%, passing the limit was not always enough;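 note: plate controls were DMSO wells with GST-MLLE for no effect and wells lacking GST-MLLE protein for full effect; some results filed as inactive read as strong as hits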
Neddyl block – inhibitors of human cullin neddylation | P61081+Q13564 | TR-FRET cullin neddylation, biochemical | calls only at 25 µM | hit rate 0.58% among 360,000; in the data active = inhibition above about 36%
MsrA inh – inhibitors of bovine MsrA; inhibition, % at 15.5 µM; purified bovine MsrA, absorbance read-out; hit rate 0.75% among 360,000; AID 651718; in the data active = inhibition above about 4.5%;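 note: 0% = vehicle wells with enzyme and 100% = reference inhibitor wells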
CSN deneddyl inh – CSN deneddylation inhibition; Q92905; Purified CSN, SCF-Nedd8-OG deneddylation, fluorescence polarization; AID 651999; hit rate 0.38% among 360,000; inhibition, % at 12.5 µM;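 active = pattern-corrected inhibition above about 35%, with an unprinted fluorescence ratio check between 0.5 and 1.5, limit read from the data, passing the limit was not always enough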;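 note: 0% = enzyme with substrate and 100% = substrate without enzyme; some results filed as inactive read as strong as hits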
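Assay system: purified human Csn5 enzyme expressed in HEK293T cells; measure: % inhibition; also added: SCFSkp2-Nedd8OG substrate at 10 nM final; technique: fluorescence polarization; times: reaction 90 min, room temperature; medium: Tris buffer pH 7.5, NaCl, DTT, Tween-20, trehalose, ovalbumin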
FAS TE block – inhibitors of human fatty acid synthase thioesterase domain; recombinant FAS-TE, OMFH fluorogenic substrate, fluorescence endpoint; AID 602261; hit rate 0.67% among 360,000; inhibition, % at 15 µM; P49327;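 active = compounds whose normalised, plate-corrected inhibition of enzyme fluorescence in the single-dose primary screen is 50% or more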;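 note: 0% = DMSO with enzyme and 100% = substrate without enzyme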
Rin1-Abl PPI inh – inhibitors of human Rin1-Abl protein interaction; P00519+Q13671; inhibition, % at 7.35 µM; hit rate 0.4% among 360,000; AID 588664; TR-FRET Rin1/Abl binding, biochemical; in the data active = inhibition above about 5%, passing the limit was not always enough
MsrA act – activators of bovine methionine sulfoxide reductase A | purified bovine MsrA, absorbance read-out | activation, % at 10.6 µM | hit rate 0.3% among 360,000; in the data active = activation above about 7.5%;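 note: 0% = vehicle and 100% = reference activator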
E coli Lon inh – E. coli protease La inhibition; purified E. coli Lon protease, fluorescence polarization; inhibition, % at 7.94 µM; hit rate 0.42% among 360,000; AID 602123; in the data active = inhibition above about 13%, passing the limit was not always enough;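 note: 0% = enzyme with probe and DMSO and 100% = no enzyme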
TbMetRS inhib – blocks T. brucei methionyl-tRNA synthetase activity. purified T. brucei MetRS, ATP depletion, Kinase-Glo luminescence. inhibition, % at 11.9 µM. hit rate 0.4% among 360,000;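 active = inhibition above a per-plate cutoff of the control wells' mean inhibition plus 3 SD, cut at about 5.5% in these data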;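 note: 0% = DMSO wells median and 100% = median of wells with control inhibitor compound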
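Dosing: 11.9 µM compound single dose, 0.9% DMSO; Assay system: purified T. brucei MetRS enzyme; Measured by: Kinase-Glo luciferase luminescence reporting remaining unconsumed ATP; Schedule: 15 min plus 2 h at 25 °C.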
* marks the source's active call; other numbers are inactive results; i = inactive; / = no result given. Random draw from the library; 4% or so of the library scored in one or more.

SMILES | PABP1 MLLE inh | Neddyl block | MsrA inh | CSN deneddyl inh | FAS TE block | Rin1-Abl PPI inh | MsrA act | E coli Lon inh | TbMetRS inhib
COc1cccc(/C=C/C(=O)Nc2ccc3c(c2)OCCO3)c1 | -58 | i | 0.6 | 5 | 5 | 0 | -3 | -7 | -0.1
Cn1cccc1C(=O)OCC(=O)N1c2ccccc2NC(=O)C1(C)C | -3 | i | -0.8 | 5 | -5 | 1 | -1 | -9 | 0.3
Cc1cccc(NC(=O)COc2cccc3c2CCN(Cc2ccccc2)C3=O)c1C | 10 | i | -1.1 | -12 | 18 | 0 | -3 | -6 | 0.4
Cc1cccc(C(=O)NCC(c2ccco2)N(C)C)c1 (configuration not stated) | -3 | i | 0.8 | -6 | -2 | -2 | -2 | -5 | -0.8
CCCOc1ccc(N2C(=O)CC(N3CCN(S(=O)(=O)c4ccccc4)CC3)C2=O)cc1 (configuration not stated) | -4 | i | 0.5 | -3 | 4 | 1 | 1 | -13 | -0.3
CN1CCN(Cc2cn[nH]c2-c2ccc(F)cc2F)[C@@H](c2ccccc2)C1 | 2 | i | 0.5 | 3 | -2 | 1 | -8 | -2 | -1.6
CC1=C(C(N)=O)C(c2ccc(Cl)cc2Cl)n2ncnc2N1 (configuration not stated) | -6 | i | 0.8 | 6 | -5 | -1 | -2 | -1 | 0.2
O=C(c1ccc(F)cc1)N(C(=O)c1ccc(F)cc1)c1ncccn1 | 15 | i | 2.5 | 3 | -4 | -2 | -2 | 1 | 0.7
Cc1ccc(S(=O)(=O)N2CCCC2CNC(=O)C(=O)NC2CCCC2)cc1 (configuration not stated) | 6 | i | -1.2 | -5 | 1 | -1 | 2 | -9 | -0.1
CC(C)CN1CCC(CN(C)Cc2nc(-c3cnccn3)no2)CC1 | 5 | i | -0.7 | -1 | -9 | -1 | -6 | -6 | -0.5
CCSc1nnc(NC(=O)CSc2nc(C)cc(C)n2)s1 | -28 | i | 2.5 | 1 | -4 | -1 | -3 | -3 | -1.2
OCCN1CCN(c2nc(-c3ccccc3O)nc3ccccc23)CC1 | 4 | i | 2.6 | -1 | 3 | -5 | -10 | 6 | -1.6
COc1ccc(NS(=O)(=O)c2cc3c(cc2C)N(C(C)=O)CCO3)c(OC)c1 | 5 | i | 0.1 | 3 | -2 | 3 | -2 | 6 | -0.1
O=C(CC1OC(=O)c2ccccc21)Nc1ccccc1N1CCOCC1 (configuration not stated) | 3 | i | -0.8 | 0 | -5 | -2 | -2 | -8 | -0.5
O=C(Nc1ccc(Cl)c(S(=O)(=O)N2CCCC2)c1)c1nn(CCO)c(=O)c2ccccc12 | 0 | i | 2.0 | 4 | 2 | -2 | -1 | 0 | 0.0
O=C1CC(c2ccccc2)=C(c2ccccc2)C1c1ccccc1 (configuration not stated) | -1 | i | -0.5 | 3 | 25 | -1 | -2 | 11 | -0.1
Cn1c(SCC(=O)N2CCOCC2)nc(O)cc1=O | 20 | i | 0.9 | 1 | -11 | -1 | -4 | -2 | -0.6
Cc1cc(=O)oc2c3c(cc(OCC(=O)Nc4cccnc4)c12)OC(C)(C)CC3 | -10 | / | -0.1 | -1 | -2 | -2 | -1 | -1 | 1.3
CCOC1=CC(=O)N(Cc2ccccc2)C1 | -4 | i | -0.9 | 2 | -6 | 3 | -3 | -6 | 0.0
CN(C)C(=O)CSc1ccccc1C(=O)OCC(=O)NC1CC1 | 11 | i | 0.1 | -1 | -9 | 6 | -3 | 5 | -0.4
CCOC(=O)CNC(=O)c1cnn2cccnc12 | 2 | i | 0.3 | 0 | 0 | 1 | 0 | 4 | -0.8
CNc1csc(C)c(C)c1=O | -96 | i | -0.2 | 1 | -5 | 1 | -4 | -6 | 0.2
CC(C)(C)C(=O)Nc1ccc(C(=O)Nc2cccnc2)cc1 | -4 | i | -0.2 | 3 | -6 | -2 | -1 | 5 | -0.2
COc1cc(OC)c(OC)cc1CNC(=O)c1ccc(COc2ccccc2)cc1 | -5 | i | -1.2 | 4 | -1 | 2 | -1 | 0 | -0.1
O=C(COC(=O)Cc1ccccc1F)Nc1ccc2c(c1)OCCO2 | 5 | i | -0.7 | -2 | -9 | 1 | 11* | -2 | -0.7
O=c1sc(/C=N/Nc2ccccc2)c(Cl)n1Cc1ccccc1 | -136 | i | 1.5 | 8 | 6 | 0 | -5 | 3 | 0.2
COc1ccc(NC(=O)CN2CCCCCC2)cc1OC | 5 | i | -1.3 | 2 | -2 | 1 | 2 | 1 | -0.7
CCOC(=O)c1c(NC(=O)CSc2nnc(C)o2)sc(C)c1C | -5 | i | 0.2 | 2 | -3 | -5 | 0 | -16 | -0.6
O=C(O)[C@@H]1CCCN(S(=O)(=O)c2cccc3cccnc23)C1 | 3 | i | 0.1 | 5 | -6 | -1 | 0 | -4 | -0.2
Cc1sc2nc(CN3CCOCC3)nc(N3CCC(C(N)=O)CC3)c2c1C | -3 | i | 0.5 | 0 | -4 | 0 | -12 | 0 | -1.6
CC(=O)Oc1c(Cl)c(N2CCOCC2)c(OC(C)=O)c2ccccc12 | -9 | i | -0.3 | -4 | 2 | -1 | -12 | 0 | -1.0
Cc1ccc2c(nc3s/c(=C/c4cccs4)c(=O)n32)c1C | -31 | i | 0.2 | 4 | -7 | -1 | -2 | -4 | -0.1
O=C(C1CCN(S(=O)(=O)c2cccc3nsnc23)CC1)N1CCCc2ccccc21 | -2 | i | 0.0 | 4 | 5 | -3 | -7 | 4 | -0.9
CCc1nnc(NC(=O)CCC(=O)N2CCCC(O)C2)s1 (configuration not stated) | -5 | i | 0.6 | 3 | -5 | -3 | -1 | -2 | -0.1
COc1ccc(CNC(=O)Cn2cc(C(F)(F)F)ccc2=O)cc1OC | 4 | i | -0.7 | 5 | -8 | 1 | -1 | 0 | 0.4
CC1(C)CC(=O)C(/C=N/n2cnc3ccccc3c2=O)=C(O)C1 | 4 | i | 0.4 | 3 | -6 | -2 | 0 | -1 | -0.3
COc1cc(/C=C2/NC(=O)NC2=O)cc(Br)c1OCc1ccc(C(=O)O)cc1 | -11 | i | 2.3 | 6 | 0 | 0 | -4 | -6 | 0.3
O=C(Cc1cccs1)N/N=C\c1ccc(O)cc1 | -6 | i | 0.8 | -5 | -5 | -1 | -9 | -4 | -1.5
O=C(/C=C/c1ccc(F)cc1)NC(=S)NNC(=O)c1cccnc1 | -8 | i | 3.8 | -6 | -9 | 2 | -2 | -2 | 0.3
CN(C(=O)COC(=O)c1cccnc1Cl)C1CCCCC1 | -6 | i | -0.4 | -3 | -7 | 4 | 0 | -1 | -0.1

Part of the list above, tab-delimited.
Molecule	PABP1 MLLE inh	Neddyl block	MsrA inh	CSN deneddyl inh	FAS TE block	Rin1-Abl PPI inh	MsrA act	E coli Lon inh	TbMetRS inhib
COc1cccc(/C=C/C(=O)Nc2ccc3c(c2)OCCO3)c1	-58	i	0.6	5	5	0	-3	-7	-0.1
Cn1cccc1C(=O)OCC(=O)N1c2ccccc2NC(=O)C1(C)C	-3	i	-0.8	5	-5	1	-1	-9	0.3
Cc1cccc(NC(=O)COc2cccc3c2CCN(Cc2ccccc2)C3=O)c1C	10	i	-1.1	-12	18	0	-3	-6	0.4
Cc1cccc(C(=O)NCC(c2ccco2)N(C)C)c1 (configuration not stated)	-3	i	0.8	-6	-2	-2	-2	-5	-0.8
CCCOc1ccc(N2C(=O)CC(N3CCN(S(=O)(=O)c4ccccc4)CC3)C2=O)cc1 (configuration not stated)	-4	i	0.5	-3	4	1	1	-13	-0.3
CN1CCN(Cc2cn[nH]c2-c2ccc(F)cc2F)[C@@H](c2ccccc2)C1	2	i	0.5	3	-2	1	-8	-2	-1.6
CC1=C(C(N)=O)C(c2ccc(Cl)cc2Cl)n2ncnc2N1 (configuration not stated)	-6	i	0.8	6	-5	-1	-2	-1	0.2
O=C(c1ccc(F)cc1)N(C(=O)c1ccc(F)cc1)c1ncccn1	15	i	2.5	3	-4	-2	-2	1	0.7
Cc1ccc(S(=O)(=O)N2CCCC2CNC(=O)C(=O)NC2CCCC2)cc1 (configuration not stated)	6	i	-1.2	-5	1	-1	2	-9	-0.1
CC(C)CN1CCC(CN(C)Cc2nc(-c3cnccn3)no2)CC1	5	i	-0.7	-1	-9	-1	-6	-6	-0.5

Carrying on.
SMILES | PABP1 MLLE inh | Neddyl block | MsrA inh | CSN deneddyl inh | FAS TE block | Rin1-Abl PPI inh | MsrA act | E coli Lon inh | TbMetRS inhib
O=C(OCc1ccccc1)/C(=C(\O)c1ccccc1Br)c1ccc(-c2ccccc2)cn1 | -4 | i | -0.2 | -1 | 13 | -1 | 1 | -21 | -0.2
O=C(N/N=C/c1c(Cl)cccc1Cl)c1cccc(F)c1 | 4 | i | / | 4 | -5 | 1 | -2 | 10 | -0.1
CCCCNC(=O)COC(=O)c1cc2c(C)nn(-c3ccccc3)c2s1 | -48 | i | 1.0 | 2 | 2 | -1 | 2 | 2 | 0.7
Cc1ccc2c(C)c(C(=O)N(Cc3ccncc3)CC3CCCO3)oc2c1C (configuration not stated) | 7 | i | -0.1 | 2 | 5 | -1 | -1 | 4 | -0.7
CCOC(=O)COc1cccc2c(=O)n(CC(=O)NCc3ccc4c(c3)OCO4)ccc12 | 2 | i | -0.1 | 3 | -1 | 0 | -2 | -5 | 0.2
O=C(NCCCN1CCOCC1)c1ccc2c(c1)N(Cc1ccccc1)C(=O)c1ccccc1S2=O (configuration not stated) | 5 | i | -0.7 | 0 | -4 | 5 | -8 | 4 | 0.1
CCc1nc2c(OCC(=O)C(C)(C)C)cccn2c1N(C)C(=O)COc1ccccc1 | -29 | i | 1.0 | -4 | -5 | -2 | 0 | -2 | -0.3
COc1ccc(-c2c(-c3cc(OC)cc(OC)c3)n(C)c3ccc(-c4ccc(SC)cc4)cc23)cc1 | 3 | i | -0.5 | 6 | 14 | 2 | -3 | -18 | -0.2
CCN(CC)S(=O)(=O)c1ccc(OC)c(NC(=O)COc2ccccc2[N+](=O)[O-])c1 | -2 | i | 2.3 | 4 | 0 | -1 | -1 | -1 | -0.5
CC(Cc1ccccc1)N1CCCC1=O (configuration not stated) | 4 | i | -0.5 | -2 | -2 | 1 | -2 | -13 | 0.1
COC(=O)CNC(=O)C1Nc2ccc(OC(F)(F)F)cc2C2C=CCC12 (configuration not stated) | -3 | i | -0.7 | 5 | -5 | 1 | -4 | -13 | 0.0
CC(C)C(=O)Nc1c2c(nc3ccccc13)N(C)CC2 | 1 | / | 2.4 | -5 | -8 | -2 | -3 | -5 | -0.7
O=C(OCCN1CCCC1=O)c1cc(F)c(F)c(F)c1F | -3 | i | 0.7 | 0 | -2 | 3 | -7 | 2 | 0.0
O=C(Nc1ccc(N2CCOCC2)cc1)c1csc([C@@H]2O[C@H](CO)[C@H](O)[C@H](O)[C@H]2O)n1 | -7 | i | -0.2 | -10 | -10 | -3 | -6 | -2 | 0.4
COC(=O)c1ccc(CNC(=O)CSC(C)C(=O)Nc2cc(C)on2)cc1 (configuration not stated) | 4 | i | 0.1 | -5 | -9 | -2 | 0 | -5 | -0.4
COc1ccccc1-c1csc2ncnc(Sc3nnnn3C)c12 | 3 | i | 3.0 | -2 | -3 | 1 | 0 | -2 | -0.3
O=C(N/N=C\c1cc2c(cc1Cl)OCO2)c1cccs1 | 10 | i | 3.1 | 0 | 0 | -2 | -5 | -2 | -0.2
